Screens as filed in PubChem BioAssay.
G6PDH counter = L. mesenteroides G6PDH inhibition counter-screen; AID 1020; 200,000 compounds, 0.12% hits; inhibition, % at 5 µM; Purified L. mesenteroides G6PDH, diaphorase/resazurin coupled fluorescence, 45 min
PMI act satM6P = increases human PMI activity with near-saturating mannose 6-phosphate. P34949. coupled PMI enzyme assay, resazurin fluorescence, 20 min; stronger effect = higher value; 1 = untreated enzyme, 0 = substrate-free blank. activation factor at 20 µM. 190,000 compounds, 0.34% hits;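 active = activation factor of 2 or more at 20 µM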
Target sequence (P34949 whole entry, looked up): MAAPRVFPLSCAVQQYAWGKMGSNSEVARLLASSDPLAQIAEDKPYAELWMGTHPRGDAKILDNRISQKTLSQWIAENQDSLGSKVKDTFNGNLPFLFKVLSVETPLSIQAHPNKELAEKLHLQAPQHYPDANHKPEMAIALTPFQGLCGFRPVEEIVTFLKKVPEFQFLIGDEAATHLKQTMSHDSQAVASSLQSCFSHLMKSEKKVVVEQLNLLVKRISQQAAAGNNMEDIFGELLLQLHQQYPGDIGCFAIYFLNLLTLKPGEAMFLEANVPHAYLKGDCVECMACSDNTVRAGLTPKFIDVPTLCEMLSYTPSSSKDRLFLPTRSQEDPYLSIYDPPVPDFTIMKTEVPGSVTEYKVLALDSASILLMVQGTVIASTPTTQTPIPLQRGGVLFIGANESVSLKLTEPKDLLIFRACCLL
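Test system: human PMI in coupled enzyme assay; Input: PMI at 15 ng/mL final; Medium: HEPES buffer, pH 7.4; Schedule: 20 min incubation at room temperature; Technique: resorufin fluorescence at Ex 544/Em 590 nm; Compound: 20 µM single dose; Probe or stimulus: Near-saturating mannose-6-phosphate, 1.0 mM.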
S1P3 antag = blocks the human S1P3 receptor. inhibition, % at 4.98 µM. 170,000 compounds, 0.27% hits. Q99500. CHO S1P3 NFAT-BLA reporter, FRET fluorescence, antagonist mode;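 active = inhibition above the plate cutoff, the mean inhibition of test wells on that plate plus 3 SD, cut at about 28% in these data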;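 also: cells challenged with S1P at its EC80 of 0.8 µM; blue over green emission ratio from cleaved BLA substrate after 4 h stimulation; 0% = S1P-stimulated wells and 100% = unstimulated DMSO-only wells; some compounds past the cut are filed as inactive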
Target sequence (Q99500 whole entry, looked up): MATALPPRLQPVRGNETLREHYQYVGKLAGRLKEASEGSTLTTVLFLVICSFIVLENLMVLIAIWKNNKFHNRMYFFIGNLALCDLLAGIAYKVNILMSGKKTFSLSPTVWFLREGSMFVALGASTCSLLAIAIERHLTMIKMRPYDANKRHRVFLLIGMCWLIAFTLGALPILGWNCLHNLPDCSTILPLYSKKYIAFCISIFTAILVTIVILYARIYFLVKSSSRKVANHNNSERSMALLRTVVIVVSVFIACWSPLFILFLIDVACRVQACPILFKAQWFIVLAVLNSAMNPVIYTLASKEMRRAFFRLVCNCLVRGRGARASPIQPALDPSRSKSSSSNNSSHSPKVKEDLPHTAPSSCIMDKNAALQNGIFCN
Diaphorase inh = inhibits diaphorase or chemically oxidizes, flagging diaphorase assay artifacts; 190,000 compounds, 0.69% hits; diaphorase resazurin-to-resorufin fluorescence, NADH, 16 min; bacterial (C. kluyveri) enzyme, not human; inhibition, % at 20 µM;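 active = primary screen inhibition at 20 µM above a set limit, cut at about 50% in these data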;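 also: plate controls were DMSO with full reaction for no effect and wells lacking NADH for full effect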
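Test system: bacterial diaphorase enzyme (C. kluyveri); Quantity: 0.14 U/mL diaphorase, enzyme working solution; Times: reaction incubation of 16 min at room temperature; Measured by: fluorescence of resorufin formed from resazurin, Ex 544/Em 590 nm; Benchmarks: positive control minus NADH, DMSO neutral control.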
Lmaj promast = reduces viability of Leishmania major promastigotes; resazurin fluorescence viability; inhibition, % at 10 µM; 200,000 compounds, 9% hits; AID 1063;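 also: promastigotes grown with compound for 44 hours at 28 °C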
Diaphorase act = diaphorase activation or chemical reduction counter-screen. activation factor at 20 µM. Diaphorase/resazurin coupled assay, resorufin fluorescence, 16 min; stronger effect = higher value; 1 = vehicle wells, 0 = NADH-free wells. 190,000 compounds, 0.005% hits;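 active = diaphorase activity raised at least twofold by the compound at 20 µM; inactive = activation factor below 2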
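Material: bacterial diaphorase enzyme (C. kluyveri); amount: enzyme 0.07 U/mL final; reagent: NADH substrate 0.114 mM plus resazurin dye 0.1 mM, final; doses: single compound dose of 20 µM, 1% DMSO final; timing: 16 min enzyme reaction, ambient temperature; measured by: fluorescence of resorufin, 544 nm excitation, 590 nm emission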
Redox H2O2 prof = compounds producing H2O2 with reducing agent – biochemical, NIH compound library profiling, artefact control for MLSCN library redox annotation, primary screen. DTT-dependent redox cycling H2O2, phenol red/HRP absorbance; 100% = 100 µM peroxide control, 0% = buffer. activation, % at 10 µM. 200,000 compounds, 0.03% hits. AID 878;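 active = activation of at least 50% relative to the plate's high and low controls in the primary single-dose screen; inactive = activation below 50%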;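 also: compound incubated with DTT at 0.8 mM final as the reducing agent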
TLR4-MyD88 BLA = inhibitors of human TLR4-MyD88 binding | AID 861 | HeLa CL3-4 TLR4/MyD88 BLA complementation, FRET ratio | 200,000 compounds, 0.18% hits | inhibition, % at 8.4 µM | O00206+Q99836; in the data active = inhibition above about 25%;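 also: 0% = vehicle and 100% = reference inhibitor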
RAM inhibit = yeast RAM network inhibition; S. cerevisiae dse1pr::URA3 reporter, 5-FOA growth OD615, 2 d; analog-sensitive cbk1-as2 kinase mutant strain; inhibition, % at 50 µM; 190,000 compounds, 1.8% hits; AID 868;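 active = inhibition above a set limit, 3 SD over mean compound inhibition, cut at about 8.4% in these data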;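 also: 0% = DMSO-only wells with no growth and 100% = 10 µM 1-NA-PP1 full growth; inhibition rescues growth on 5-FOA so higher OD means more RAM inhibition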
Hsp70 activator = Hsp70 transcriptional activation, primary screen; HeLa Hsp70 promoter luciferase reporter, luminescence; scaled: vehicle 0, proteasome-inhibitor control 100%; activation, % at 10 µM; 200,000 compounds, 0.04% hits; AID 1203;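 active = activation above the mean across all tested compounds plus 3 SD, cutoff set per campaign, cut at about 5.5% in these data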;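 also: 100% = MG132 at 30 µM as the positive control and 0% = DMSO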
PMI act = increases human mannose-6-phosphate isomerase activity; AID 1214; activation factor at 20 µM; P34949; 190,000 compounds, 0.005% hits; purified human PMI, coupled resazurin fluorescence, 20 min; stronger effect = higher value; 1 = vehicle control, 0 substrate-free wells;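 active = activation factor of 2 or more at 20 µM, relative to plate controls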
Starred values were filed as active, the others as inactive; nt = not tested or not shown. Rule as the data show it, unless noted: active = inhibition above about 50%; inactive = the rest.

SMILES	G6PDH counter	PMI act satM6P	S1P3 antag	Diaphorase inh	Lmaj promast	Diaphorase act	Redox H2O2 prof	TLR4-MyD88 BLA	RAM inhibit	Hsp70 activator	PMI act
CCNc1nc(NCC)n2c(SCC(=O)Nc3ccc(F)cc3[N+](=O)[O-])nnc2n1	8	0.9	-7	26	4	0.7	-0.2	10	1.5	-0.3	0.9
COc1ccc(OC)c(N2CC(O)(c3ccccc3)[N+]3=C2SCCC3)c1 (stereo unspecified)	-4	0.9	-11	9	25	0.9	0.0	2	1.5	-0.2	1
O=C(Oc1cc2oc(=O)c3c(c2cc1Cl)CCCC3)c1ccco1	-17	0.8	9	18	-3	0.8	3.1	-13	5.2	-0.4	0.8
Cc1cc(NC(=O)CSc2nncn2N)no1	-2	0.9	-13	23	-2	0.8	-0.2	6	2.9	-0.3	0.9
CCc1ccc2[nH]c(=O)c(CN(CCN(C)C)C(=O)Nc3ccccc3OC)cc2c1	6	1	8	3	3	1	-6.2	11	1.6	-0.2	1.2
Cc1csc2ncc(C(=O)Nc3ccc(C(F)(F)F)cc3)c(=O)n12	-52	0.9	-3	8	-9	0.9	-3.3	1	3.5	-0.5	0.9
Cc1ccc(Nc2nc(CSc3nnnn3-c3ccccc3)cs2)cc1	-4	0.8	18	29	5	0.7	-3.9	8	3.1	-0.1	0.7
O=C(O)C1C2C=CC(C2)C1C(=O)Nc1ccc2c(c1)OCCO2 (stereo unspecified)	-3	0.8	15	29	-3	0.7	0.6	-7	-0.1	-0.2	0.8
Clc1cccc(CSc2nccn2-c2ccccc2)c1	2	1.1	nt	-4	2	1	10	10	-0.8	0.0	0.9
CC1CN(c2ncnc3c2cnn3-c2ccc(Cl)cc2)CC(C)O1 (stereo unspecified)	0	1	-10	29	8	0.7	-0.7	-3	2.1	1.4	0.9
CCOC(=O)N1CCN(c2cc3[nH]c(=S)[nH]c3cc2F)CC1	-20	1.2	-1	12	-5	0.9	2.7	-1	1.5	-0.2	1
N#Cc1c(N)nc2c(c1N)CC(COc1ccccc1)O2 (stereo unspecified)	-2	1	nt	8	12	0.9	-3.8	4	4.5	0.2	1
O=C(COc1cccc(C(F)(F)F)c1)N1CCN(c2ccc(O)cc2)CC1	2	0.5	4	30	11	0.7	-0.1	0	1.4	-0.1	0.7
CN(NC(=O)c1ccccc1)c1nc2ccccc2nc1C(F)(F)F	-3	0.9	nt	10	-1	0.9	1.6	11	3.5	-0.2	1
CN1CCN(C(=O)C23CCC(C)(c4nc5ccccc5nc42)C3(C)C)CC1 (stereo unspecified)	6	1	nt	14	-7	0.9	1.8	3	0.8	-0.2	0.9
CO/N=C/C(C#N)c1ncc(C(F)(F)F)cc1Cl (stereo unspecified)	-1	1	nt	13	-7	0.9	-8.2	-16	-0.2	-0.1	1
Cc1cccc(C)c1OCC(=O)N=Nc1c(O)[nH]c2ccc(Br)cc12	6	1	nt	8	14	0.9	0.2	-1	2.1	-0.4	0.9
O=C(Cc1nn[nH]n1)NCc1ccccc1Cl	-2	1	-10	-1	-5	1	-0.5	-3	-0.5	-0.2	1
O=C(Nc1cccc(Cl)c1)Nc1ccc2c(c1)C(=O)OC2	11	0.9	-14	9	0	0.9	0.3	2	0.2	-0.3	0.8
CCOc1cnc(-c2ccccc2F)o1	-1	1.1	-8	7	-1	0.9	-0.1	-5	1.2	-0.4	1

3 compounds out of the list, ordered by heavy-atom count, high to low.
SMILES	G6PDH counter	PMI act satM6P	S1P3 antag	Diaphorase inh	Lmaj promast	Diaphorase act	Redox H2O2 prof	TLR4-MyD88 BLA	RAM inhibit	Hsp70 activator	PMI act
Cc1cccc(C)c1OCC(=O)N=Nc1c(O)[nH]c2ccc(Br)cc12	6	1	nt	8	14	0.9	0.2	-1	2.1	-0.4	0.9
Clc1cccc(CSc2nccn2-c2ccccc2)c1	2	1.1	nt	-4	2	1	10	10	-0.8	0.0	0.9
O=C(Cc1nn[nH]n1)NCc1ccccc1Cl	-2	1	-10	-1	-5	1	-0.5	-3	-0.5	-0.2	1

(listing goes on)
SMILES	G6PDH counter	PMI act satM6P	S1P3 antag	Diaphorase inh	Lmaj promast	Diaphorase act	Redox H2O2 prof	TLR4-MyD88 BLA	RAM inhibit	Hsp70 activator	PMI act
O=C(COC(=O)C(Cc1ccccc1)NC(=O)c1ccco1)NC1CC1 (stereo unspecified)	3	1	nt	16	1	0.8	0.2	6	1.1	-0.1	1
COc1ccc2cc(C(N)=O)/c(=N/NC(=O)c3ccco3)oc2c1	-17	1	7	76*	1	0.2	-0.4	7	3.5	-0.1	0.9
CNC(=O)Cn1nc(-c2ccc(C)c(S(=O)(=O)N(C)C)c2)c2ccccc2c1=O	16	1	nt	8	4	0.9	0.3	-16	-0.7	-0.2	1
Cc1ccc(CNC(=O)C(C(=O)NCc2ccc(C)o2)c2ncc(C(F)(F)F)cc2Cl)o1	13	1.1	-11	-6	19	1.1	-1.1	-4	2.9	-0.1	1.1
O=C(COC(=O)CC(NC(=O)c1ccccc1Cl)c1ccccc1)Nc1cccc(F)c1 (stereo unspecified)	12	0.9	4	9	-5	0.9	0.7	1	4.4	-0.4	0.9
COc1cc(OC)c(/C=N/NC(=O)c2ccc([N+](=O)[O-])cc2)cc1Br	-1	1	nt	13	-8	0.9	-1.3	-4	1.4	-0.1	1
COc1ccc(C(=O)NC(CC(=O)O)c2cc([N+](=O)[O-])ccc2Cl)cc1 (stereo unspecified)	5	1.1	-2	2	-6	1	-0.1	1	7.9	0.3	1.3
O=C(NCc1ccncc1)c1ccc(Cl)c(S(=O)(=O)N2CCOCC2)c1	-5	1	nt	13	5	0.9	0.8	6	-0.3	0.0	1
COc1ccc(NC(=O)CC2C(=O)N(c3cccc(OC)c3)C(=O)N2Cc2ccco2)cc1 (stereo unspecified)	7	1.1	-7	-8	-3	1.1	-1.5	-4	-0.4	0.0	1.2
CCOc1[nH]n(-c2ccccc2)c(=O)c1C=NCC(=O)OC	-3	1.1	-22	5	-2	0.9	-1.9	-5	1.3	0.1	1

Random excerpt: four entries already listed
SMILES	G6PDH counter	PMI act satM6P	S1P3 antag	Diaphorase inh	Lmaj promast	Diaphorase act	Redox H2O2 prof	TLR4-MyD88 BLA	RAM inhibit	Hsp70 activator	PMI act
O=C(COC(=O)CC(NC(=O)c1ccccc1Cl)c1ccccc1)Nc1cccc(F)c1 (stereo unspecified)	12	0.9	4	9	-5	0.9	0.7	1	4.4	-0.4	0.9
O=C(NCc1ccncc1)c1ccc(Cl)c(S(=O)(=O)N2CCOCC2)c1	-5	1	nt	13	5	0.9	0.8	6	-0.3	0.0	1
O=C(Cc1nn[nH]n1)NCc1ccccc1Cl	-2	1	-10	-1	-5	1	-0.5	-3	-0.5	-0.2	1
COc1ccc(NC(=O)CC2C(=O)N(c3cccc(OC)c3)C(=O)N2Cc2ccco2)cc1 (stereo unspecified)	7	1.1	-7	-8	-3	1.1	-1.5	-4	-0.4	0.0	1.2

(cont.)
SMILES	G6PDH counter	PMI act satM6P	S1P3 antag	Diaphorase inh	Lmaj promast	Diaphorase act	Redox H2O2 prof	TLR4-MyD88 BLA	RAM inhibit	Hsp70 activator	PMI act
O=C(c1ccc(C(F)(F)F)cc1)C1CCCN(Cc2cccn2-c2ncccn2)C1 (stereo unspecified)	10	1	3	-1	71*	1	-1.1	-10	0.5	-0.3	1
O=C(CCCOc1ccc(Cl)cc1Cl)N/N=C/c1ccc(Cl)cc1	-5	0.9	-13	5	-3	0.9	0.6	4	6.2	-0.4	0.9
COc1ccc(N2CC(C(=O)Nc3ccc(S(=O)(=O)N4CCOCC4)cc3)CC2=O)cc1 (stereo unspecified)	0	1	1	5	0	0.9	-0.6	-14	2.2	-0.2	1
CC1NC(=O)NC1CCCCC(=O)O (stereo unspecified)	2	1	17	10	-10	0.9	-0.3	-13	2.3	-0.4	1.1
COC(=O)N/N=C(\C)c1ccccc1Br	6	1.1	nt	-3	-3	1	2.0	-6	0.8	-0.4	1
O=C(COC(=O)COc1ccc2ccccc2c1)NC1CCCc2ccccc21 (stereo unspecified)	-2	1	8	15	-3	0.8	-0.5	-18	4.4	-0.2	1
CC1CCC(C(=O)NC(C(=O)N2CCN(c3ccccn3)CC2)C(C)C)CC1 (stereo unspecified)	17	1	-12	3	-2	1	-0.1	7	1.2	0.1	1
Cc1cccc(C)c1NC(=O)CN(C)CC(=O)Nc1ccccc1Oc1ccccc1	-3	1	2	12	28	0.9	-1.4	-10	1.0	0.0	1
Cc1ccc(S(=O)(=O)N2CCCC2C(=O)NCc2ccco2)cc1 (stereo unspecified)	13	0.9	11	21	-2	0.8	0.7	-9	1.6	0.1	0.9
c1ccc(-c2nn3c(-c4ccco4)nnc3s2)nc1	8	1	-12	28	10	0.7	-2.5	8	1.1	-0.3	0.9
O=C(N/N=C/C=C/c1ccccc1)c1cccc(Br)c1	-2	1.1	nt	16	4	0.8	2.5	-1	5.5	0.0	1.1
CC1(C)CCC(=O)N(c2ccccc2)C1=O	0	1.1	-3	3	18	1	-0.8	-10	2.4	-0.2	1.1
COC(=O)CN(C(=O)CSc1nnc(-c2cccc(OC)c2)o1)c1ccc(OC)cc1	4	1	-12	12	-4	0.9	2.0	0	11*	-0.2	0.9
CCN1C(=O)/C(=C\N2CCN(C)CC2)SC1=S	6	1	3	0	-1	1	0.1	-4	0.3	0.0	1.1
CCOc1ccccc1C(=O)Nc1cc(C(=O)NCCc2ccccc2)ccc1Cl	4	1.1	nt	-4	-6	1	-7.1	9	1.9	-0.3	1
CCOC(=O)c1cnn(Cc2ccccc2Cl)c1N	8	1	nt	4	0	1	0.0	4	2.0	-0.3	1
Cc1ccc(-n2nnnc2SCC(=O)c2ccc3c(c2)NC(=O)CO3)c(C)c1	2	1	nt	20	2	0.8	-0.5	10	3.0	-0.4	0.9
Cc1ccc(S(=O)(=O)N(Cc2n[nH]c(=S)n2-c2ccccc2)c2cccc(Cl)c2)cc1	2	1	-7	21	-3	0.8	2.8	1	7.1	-0.1	1
O=C(c1ccco1)N1CCN(C(=S)NC2CC3CCC2C3)CC1 (stereo unspecified)	2	0.9	-15	10	7	0.9	-1.6	5	2.9	0.6	1
O=c1c2[nH]c3ccc(Cl)cc3c2ncn1Cc1ccccn1	-12	0.8	-34	12	-7	0.9	0.8	9	0.4	0.0	0.8
